# GLP1R inv ag – acts as inverse agonist at human GLP-1 receptor. HEK293 GLP-1R CRE-luciferase, luminescence, 24 h; GLP-1R form is constitutively active. Potency, µM (top dose mostly 38.3 µM), for inactives: at the top dose activity change, negative = inhibition, most hits filed as inhibitors. AID 624417. hit rate 1.6% among 410,000; also: potency is read from the fitted curve at half-maximal effect; % is scaled to controls: 0 for no effect and ±100 for the full control effect; nearly all actives have a fitted effect of over 55% in size
#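 Inverse agonism was detected as reduced cAMP-driven luciferase luminescence after 24 h compound treatment. The cells were HEK293 clones expressing constitutively active human GLP-1R with the reporter. Reporter-only and GPR119 cell lines served as counterscreen controls.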
# PI5P4K alpha inh – blocks human PI5P4K alpha kinase activity. hit rate 1.2% among 330,000. PI5P4Kalpha enzyme, ADP-Glo luminescence, 60 min; hits give low values. max response, %. P48426; active = max response of -50% or lower; inconclusive = between -30% and -50%; inactive = -30% or higher; also: value at the top dose of about 77 µM; % is scaled to controls: 0 for no effect and ±100 for the full control effect
# Target sequence (P48426 whole entry, looked up): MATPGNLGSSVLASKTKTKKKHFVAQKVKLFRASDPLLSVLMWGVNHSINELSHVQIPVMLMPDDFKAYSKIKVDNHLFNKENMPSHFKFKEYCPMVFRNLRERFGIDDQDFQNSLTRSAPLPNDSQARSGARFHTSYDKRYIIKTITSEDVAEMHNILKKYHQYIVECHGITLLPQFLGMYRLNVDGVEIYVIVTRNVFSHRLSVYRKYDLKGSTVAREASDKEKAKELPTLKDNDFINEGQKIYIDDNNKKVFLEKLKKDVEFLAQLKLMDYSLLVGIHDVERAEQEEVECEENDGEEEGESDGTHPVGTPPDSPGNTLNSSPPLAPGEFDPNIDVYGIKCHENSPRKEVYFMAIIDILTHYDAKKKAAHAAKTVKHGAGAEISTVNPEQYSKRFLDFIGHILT
#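 PI5P4Kalpha ADP-Glo assay; 5 microM ATP final; 60 min RT reaction; HEPES pH 7.4/EGTA/CHAPS, 5% DMSO; controls lacking substrate or enzyme; luminescent end-point.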
# PLK1 PBD block – PLK1 (human) polo-box domain binding inhibition. Plk1 PBD binding of FITC phosphopeptide, fluorescence polarization. Potency, µM, without a hit: max response, negative = inhibition, most hits filed as inhibitors. hit rate 2.8% among 360,000; also: potency is read from the fitted curve at half-maximal effect; series mostly up to about 57 µM; % is scaled to controls: 0 for no effect and ±100 for the full control effect; nearly all actives have a fitted effect of over 65% in size
# Target sequence (P53350 whole entry, looked up, the tested form may be a part): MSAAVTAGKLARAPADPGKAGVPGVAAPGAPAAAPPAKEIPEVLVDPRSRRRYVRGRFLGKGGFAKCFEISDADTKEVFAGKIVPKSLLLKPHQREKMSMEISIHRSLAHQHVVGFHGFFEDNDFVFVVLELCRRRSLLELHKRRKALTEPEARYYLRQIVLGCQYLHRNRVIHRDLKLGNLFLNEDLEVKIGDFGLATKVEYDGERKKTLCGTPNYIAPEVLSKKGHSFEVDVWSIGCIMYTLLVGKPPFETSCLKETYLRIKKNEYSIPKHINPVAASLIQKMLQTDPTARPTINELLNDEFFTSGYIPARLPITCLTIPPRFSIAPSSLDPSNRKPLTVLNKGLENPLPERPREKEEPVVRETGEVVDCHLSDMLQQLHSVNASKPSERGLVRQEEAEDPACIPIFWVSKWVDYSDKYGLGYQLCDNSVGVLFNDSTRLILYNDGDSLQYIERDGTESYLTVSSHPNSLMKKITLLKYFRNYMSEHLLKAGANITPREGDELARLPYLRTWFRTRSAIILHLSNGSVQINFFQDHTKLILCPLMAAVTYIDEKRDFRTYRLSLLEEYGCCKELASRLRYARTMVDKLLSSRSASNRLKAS
# PTHR1 agonist – agonists of human PTHR1 parathyroid hormone receptor. HEK293 GP2 PTHR1 cells, GloSensor cAMP luminescence, 1 h. Potency, µM (highest dose often 115 µM), inactives show top-dose activation, usual class: activators. hit rate 0.075% among 410,000. AID 743266; also: potency is read from the fitted curve at half-maximal effect; nearly all actives have a fitted effect of over 55% in size; some results filed as inactive show a strong effect at the top dose; inactives centre near -15; many of its hits are not listed in these tables
#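 HEK-293-derived GP2 cells expressing PTHR1 and a GloSensor cAMP reporter, 3,000/well, plated overnight, given luciferin plus IBMX (each 0.5 mM as added) for 1 h at 37 °C, then compound for 1 h at 37 °C. Luminescence was read after 15 min at room temperature.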
# EPAC1 antagonist – blocks human EPAC1 exchange factor. AID 720709. Potency, µM (doses to about 115 µM), for the others: at the highest dose activity change, negative = inhibition, hits mostly inhibitors. O95398. hit rate 0.14% among 360,000. EPAC1 GEF assay, Rap1b-BODIPY-GDP exchange fluorescence;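 also: potency is read from the fitted curve at half-maximal effect; plate controls were vehicle for no effect and positive control for full effect; nearly all actives have a fitted effect of over 50% in size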
# EPAC1 ag – agonists of human EPAC1 | O95398 | EPAC1 agonist qHTS, biochemical assay; response scale: 100% = response to 6.5 mM cAMP | Potency, µM (doses to about 154 µM), for the others: at the top dose activation, most hits filed as activators | hit rate 0.073% among 360,000; also: potency is read from the fitted curve at half-maximal effect; nearly all actives have a fitted effect of over 60% in size
#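 Read-out is the fluorescence drop as BODIPY-GDP leaves Rap1B (480 nm excitation, 540 nm emission), recorded every 5 minutes over 30 minutes. Reactions held 100 nM EPAC1, 250 nM Rap1B–BODIPY-GDP and 50 uM GDP, with 6.5 mM cAMP setting full activation.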
# HEK293 tox – cytotoxicity counter-screen for GLP-1 receptor inverse agonists. HEK293 cAMP-luciferase reporter cells, luminescence, 24 h. Potency, µM (titrated, usually from 38.3 µM), inactives show at the highest dose activity change, negative = inhibition, usual class: inhibitors. hit rate 0.13% among 410,000;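 also: loss of luciferase light is scored as toxicity; potency is read from the fitted curve at half-maximal effect; % is scaled to controls: 0 for no effect and ±100 for the full control effect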
#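 Step one: seed cells (200 cells/uL, DMEM with 10% Nu serum, 1% pen-strep). Step two: 12-hour incubation at 37 deg C. Step three: pin 23 nL compound, incubate 24 hr. Step four: add luciferase reagent, read luminescence 12 min later.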
# GLP-1R agonist – agonists of human GLP-1 receptor | AID 624172 | Potency, µM (highest dose often 45.6 µM), for the others: at the top dose activation, usual class: activators | hit rate 0.007% among 380,000 | P43220 | HEK293 GLP-1R CRE-luciferase, luminescence, 4-6 h; cells express a hypersensitive GLP-1R form; also: potency is read from the fitted curve at half-maximal effect; % of control where 0% means no effect
# IL2 activator – activates IL-2 in a cell-based reporter assay | IL-2 activation reporter assay, cell-based qHTS; stimulated with anti-CD3/CD4/CD28 beads; in transgenic mouse T cells | activation, % (series mostly up to about 46 µM) | hit rate 0.065% among 360,000; in the data active = activation above about 50%; inconclusive = mostly about 30% to 49%; also: 0% is about no effect
#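 Using fluorescent plate cytometry, EGFP and DsRed are detected in transgenic mouse T cells stimulated 18 h at 37 degrees C with antibody-coated beads after 60 min compound pretreatment.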
# Starred values were filed as active, the others as inactive; i = inactive; u = inconclusive; x = not tested or not shown; [ ] = dose if it differs, or a comment. Unless noted, calls follow the shape of the dose curve; as a rule, active = well fitted curve in the direction sought with a large enough effect; inconclusive = small, poorly fitted or top-dose-only effect, or another doubt; inactive = no such curve, though single readings can be large; an effect the other way counts as inactive or inconclusive. Only part of the results is shown, so the mix of outcomes need not match the whole.
# The line under a structure holds: GLP1R inv ag	PI5P4K alpha inh	PLK1 PBD block	PTHR1 agonist	EPAC1 antagonist	EPAC1 ag	HEK293 tox	GLP-1R agonist	IL2 activator
COc1ccc(C2C(C#N)=C(SC)NC3=C2C(=O)CC(C)(C)C3)cc1 (configuration not stated)
→ -21.3%	3.3	-8.5%	-16.3%	-18.7%	-1.9%	-18.0%	-0.8%	-0.2
Cc1ccc(-n2cc(CNCCn3nc(C)cc3C)c(-c3ccc(F)cc3)n2)cc1
→ u	0.7	-15.3%	i	-24.0%	9.9%	u	16.4%	-0.8
CC(=O)c1cccc(NC(=O)CN2CCc3cc4c(cc3C2)OCCCO4)c1
→ -1.5%	3.2	-1.5%	-32.0%[inhibitor]	-3.8%	-22.6%	8.7%	10.7%	-0.4
COn1c2c(c3c4nonc4ccc31)CCCC2
→ 0.0%	x	u	-11.2%	17.9%	3.8%	46.2%[activator]	1.1%	3.6
CCCCCCSc1nsc(N)n1
→ 9.2%	11.1	-8.6%	i	-11.1%	3.7%	21.3%	16.3%	8.7
CN(C)C(=O)c1c2c(nc3ccccc13)-c1ccccc1CC2
→ u	-7.2	-10.7%	-0.9%[57.5 µM]	-0.8%	1.6%	-10.7%	1.1%	-1.0
CCN(CC(=O)Nc1ccccc1OC)C(=O)CN1C(=O)NC(C)(c2ccccc2)C1=O (configuration not stated)
→ 2.9%	-2.7	-2.2%	i	-23.7%	-0.9%	1.4%	-30.0%	-0.6
COC(=O)c1ccc2c(=O)n(CCCN3CCOCC3)c(=S)[nH]c2c1
→ 14.7%	x	2.0%	-20.1%[57.5 µM]	-0.2%	-2.1%	7.0%	4.0%	-0.3
CC(=O)c1ccc2c(c1)N(C)c1ccccc1S2
→ -1.0%	11.3	-15.5%	-3.5%	-16.3%	20.8%	193.1%[activator]	8.9%	3.7
CCCS(=O)(=O)c1ccc(COC(=O)c2ccc(NC(C)=O)cc2)cc1
→ -0.9%	3.5	-1.3%	-81.7%[inhibitor]	-3.6%	-8.6%	-22.0%	6.2%	1.5
O=C(COC(=O)c1cccc(OC(F)F)c1)Nc1cc(S(=O)(=O)N2CCCC2)ccc1Cl
→ 14.9%	-14.9	-6.4%	-32.7%	-10.4%	14.3%	-14.3%	2.3%	-1.0
CC(=O)N1CCN(C(=O)c2cc(S(=O)(=O)Nc3ccc(S(C)(=O)=O)cc3)ccc2Cl)CC1
→ 12.5%	-5.1	-1.4%	-12.9%	13.0%	-0.1%	-5.7%	0.7%	-3.7
O=C(CN(C(=O)CCC(=O)Nc1ccccn1)c1ccc2c(c1)OCO2)NCc1ccco1
→ -4.1%	-16.2	-5.3%	-4.8%	4.5%	5.7%	-4.4%	0.3%	0.7
O=C(Cc1ccc([N+](=O)[O-])cc1)Nc1cc(C(F)(F)F)cc(C(F)(F)F)c1
→ u	7.9	1.5%	-34.0%[inhibitor]	-13.8%	-8.7%	-24.8%	8.6%	4.0
C=CCNC1=C(Cl)C(=O)N(Cc2ccccc2)C1=O
→ u	1.2	0.0%	i	11.2%	-1.8%	47.4%[activator]	10.9%	0.5
O=C(c1ccc2noc(-c3ccccc3)c2c1)N1CCN(c2ccccc2)CC1
→ 2.2%	-28.8	-0.5%	-11.1%	-4.7%	1.4%	-4.0%	12.1%	-2.5
COc1ccc(/C(C)=N/Nc2nccnc2Cl)cc1
→ u	-0.1	-9.7%	-0.4%	-8.6%	11.2%	u	0.5%	0.0
O=C(Nc1ccc(Cl)cc1)C1Cc2c(-c3cccc(F)c3)ccnc2O1 (configuration not stated)
→ u	5.4	1.8%	i	5.2%	-6.5%	-1.6%	9.0%	0.0
CC(C)OCCCNC(=O)c1cc(-c2cccs2)nc2ccccc12
→ u	-8.8	-2.5%	i	-10.9%	-11.9%	-0.2%	7.6%	-2.9
O=C(CCc1nc(-c2ccccc2F)no1)Nc1ccc(Oc2ccccc2)cc1
→ u	-1.2	-0.4%	-7.2%	-4.0%	7.5%	u	-0.2%	-0.1
Cc1sc2nc(CSc3nnc(Cc4cccs4)n3C3CCCCC3)[nH]c(=O)c2c1C
→ 9.0%	-9.3	2.1%	-3.8%[57.5 µM]	-4.9%	-2.5%	30.0%	-4.0%	-2.9
Cc1cc(C(=O)NN)c(Cl)cc1Cl
→ -1.1%	2.7	0.8%	4.2%	7.0%	-3.3%	-22.4%	3.3%	1.1
Cc1noc(C)c1NC(=O)N(C)C[C@@H]1Oc2ncc(C#CC3CC3)cc2C(=O)N([C@@H](C)CO)C[C@@H]1C
→ 3.8%	-8.5	-0.7%	i	0.8%	-17.3%	3.9%	-1.7%	-0.1
O=c1[nH]c2ccc(S(=O)(=O)NCc3ccccc3)cc2[nH]1
→ -6.9%	1.7	-13.2%	i	-14.2%	13.8%	-5.7%	8.7%	0.2
C=CCn1c(COc2ccccc2)nc2ccccc21
→ u	0.8	-4.8%	-1.6%	-1.9%	-5.2%	-8.4%	u	-2.0
COc1ccc(CCn2nnnc2C(CC(C)C)N2CCC(C(N)=O)CC2)cc1OC (configuration not stated)
→ -31.3%	1.8	-17.0%	-2.9%[57.5 µM]	-1.8%	-5.4%	-16.3%	-5.6%	-0.2
CN(C)S(=O)(=O)c1ccc(NC(=O)Cn2c(-c3ccccc3)noc2=O)cc1
→ 7.1%	x	2.3%	u	6.3%	-2.0%	-4.1%	0.4%	1.7
COCCn1c(SCCN2CCOCC2)nc2c1c(=O)[nH]c(=O)n2C
→ 15.3%	-14.6	11.9µM*	i	10.0%	0.8%	-16.8%	-1.7%	-0.4
COc1cc2cc(C(c3nnnn3C3CCCCC3)N(C)C3CCCCC3)c(=O)[nH]c2cc1OC (configuration not stated)
→ 0.0%	x	-5.8%	-4.8%[57.5 µM]	-15.1%	28.9%	u	3.2%	-0.3
COc1ccc(C2=NOC(C(=O)Nc3ccc4c(c3)OCCO4)C2)cc1OC (configuration not stated)
→ 43.9%[activator]	-3.8	-8.0%	-2.1%	4.5%	7.2%	-6.4%	8.7%	-1.5
NC(=O)CC(NC(=O)Cc1ccc(Br)cc1)c1ccc(NCCN2CCOCC2)c([N+](=O)[O-])c1 (configuration not stated)
→ 16.8%	0.6	-5.9%	i	-1.4%	8.6%	-14.8%	-3.1%	0.6
Cc1cc2c(=O)n(CC(=O)N3CCN(c4ccc(F)cc4)CC3)cnc2s1
→ -15.8%	-7.0	-0.7%	i	7.1%	-9.3%	1.4%	-34.4%[inhibitor]	-0.6
Cc1cc2[nH]cnc2c([N+](=O)[O-])c1C
→ 41.1%[activator]	5.9	-5.9%	i	-5.8%	-7.3%	5.1%	6.1%	-0.2
Cc1cccc(C(=O)OCC(=O)c2csc(N3CCCCC3)n2)c1[N+](=O)[O-]
→ 1.9%	-4.2	-14.6%	-38.9%	-13.0%	13.0%	-12.1%	9.1%	1.5
COc1cccc(-c2nnc(NC(=O)CCS(=O)(=O)c3ccc(F)cc3)o2)c1
→ -7.7%	-3.3	-17.0%	-18.8%	-5.1%	4.9%	-5.0%	-0.5%	-2.4
Fc1ccc(NC(=S)NCc2ccc3c(c2)OCO3)cc1
→ -4.7%	7.4	-2.0%	i	-10.5%	7.4%	-16.3%	-1.3%	4.5
O=C(Oc1cccnc1)c1cccc(Cl)c1
→ 3.2%	x	-13.8%	i	-13.1%	15.1%	6.3%	-2.0%	-1.4
Cc1c(C(=O)NC(=S)NCc2cccnc2)oc2ccccc12
→ 1.9%	0.6	-2.7%	i	-11.9%	-5.2%	-9.3%	0.1%	-3.5
O=C(CN1CCc2cc3c(cc2C1)OCCCO3)Nc1ccc(F)cc1
→ u	0.1	-13.6%	-43.9%[inhibitor]	-14.1%	-22.7%	-6.8%	-0.4%	-1.9
CC(C)NC(=O)CN(Cc1ccccc1)S(=O)(=O)c1ccccc1
→ 0.0%	x	-1.1%	-1.6%[57.5 µM]	4.2%	-9.8%	-6.0%	6.7%	-0.7
CC(=O)Nc1ccc(NC(=O)c2ccc(COc3ccc(C)cc3)o2)cc1
→ -10.0%	2.9	-1.2%	-10.8%	4.7%	-5.5%	-16.4%	5.4%	-3.2
COc1ccc(CCNC(=O)C(=O)c2c(C)n(C)c3ccccc23)cc1OC
→ 81.2%[activator]	-0.5	1.5%	-6.8%	13.0%	-11.0%	-17.1%	5.1%	-2.8
O=C(CCC(=O)N1CCN(S(=O)(=O)c2cccc(F)c2)CC1)c1cccs1
→ -1.4%[7.66 µM]	2.1	1.5%	-27.7%	1.5%	-5.1%	0.4%[7.66 µM]	-3.3%	1.1
CC(C)(C)c1ccc(/C=C/C(=O)Nc2ncccn2)cc1
→ -1.8%	2.4	-12.3%	-7.6%	-1.9%	-0.3%	-6.6%	16.3%	-0.2
Cn1c(O)c(N=NC(=O)Cn2c(C(F)(F)F)nc3ccccc32)c2ccccc21
→ 0.0%	0.4	1.1%	i	9.7%	-10.4%	-9.3%	-3.7%	0.9
Cc1nc(C)n(C(C)CNC(=O)c2ccco2)n1 (configuration not stated)
→ 5.2%	2.1	-3.9%	i	-15.7%	2.1%	18.7%	5.6%	0.0
Cc1c(CCC(=O)NCCC(=O)O)c(=O)oc2cc3occ(-c4ccccc4)c3cc12
→ -11.2%	7.5	u	14.0%	-6.6%	0.3%	3.7%	-0.4%	3.2
FC(F)(F)c1cccc(Nc2nc(N3CCOCC3)nc(N3CCOCC3)n2)c1
→ -29.6%	20.1	3.5%	-16.7%	14.9%	-11.6%	3.5%	-4.8%	-0.8
Cc1ccc(C)c(NC(=O)CSc2nnc(CNC(=O)c3ccccc3)n2-c2ccccc2)c1
→ -17.4%	x	x	i	x	x	-9.3%	1.3%	x
CCOC(=O)C1CCN(C(=O)COC(=O)c2ccc(Br)o2)CC1
→ 1.1%	9.4	-3.2%	i	13.4%	-2.0%	-12.8%	2.6%	-0.1
CSc1nnc2sc3cc(C)ccc3n12
→ 82.5%[activator]	-5.1	-11.9%	i	-11.1%	-4.7%	15.4%	22.4%	-2.4

# Screening data from PubChem.
